# OX1R antag-1: human HCRTR1 antagonism | AID 434989 | inhibition, % at 5 µM | 330,000 tested, 0.43% active | CHO/OX1R cells, Fluo-8 calcium fluorescence, orexin A;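 active = inhibition above its plate's threshold, mean inhibition of all tested compounds on the plate plus 3 SD, cut at about 37% in these data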;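 note: 0% = orexin A challenge wells and 100% = SB-334867-A antagonist wells; not every result past the cut was called active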
# Target sequence (O43613 whole entry, looked up): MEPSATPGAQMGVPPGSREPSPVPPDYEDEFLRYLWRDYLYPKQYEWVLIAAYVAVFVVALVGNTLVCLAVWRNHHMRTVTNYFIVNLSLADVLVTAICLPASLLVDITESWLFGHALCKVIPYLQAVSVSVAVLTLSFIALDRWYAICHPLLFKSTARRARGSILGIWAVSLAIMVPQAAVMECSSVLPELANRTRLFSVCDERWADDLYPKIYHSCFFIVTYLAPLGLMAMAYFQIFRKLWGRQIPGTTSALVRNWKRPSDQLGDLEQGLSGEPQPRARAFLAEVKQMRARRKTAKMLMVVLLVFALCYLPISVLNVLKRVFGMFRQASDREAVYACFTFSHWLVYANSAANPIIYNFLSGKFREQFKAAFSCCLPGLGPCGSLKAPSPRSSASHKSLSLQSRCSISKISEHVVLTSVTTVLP
# OX1R antag-2: blocks the human orexin 1 receptor; O43613; OX1R-expressing cells, FRET antagonist read-out; inhibition, % at 6.6 µM; 330,000 tested, 1.8% active; AID 485270; in the data active = inhibition mostly above about 38%, no sharp cut-off; inactive = mostly below about 40%;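 note: 0% = agonist challenge alone and 100% = reference antagonist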
# * = called active by the depositor. An unsorted share of the library; any-hit rate near 2%.
OX1R antag-2,OX1R antag-1,mol
17,-27,Cc1nc2n(n1)C(c1ccccc1)C1=C(CC(c3ccco3)CC1=O)N2 (centres undefined)
8,-38,CC(C)=C1C2CCC1C1C(=O)N(NC(=O)COc3ccc(C(C)(C)C)cc3)C(=O)C21 (centres undefined)
5,-30,COc1ccc(N(C(=O)c2ccco2)C(C(=O)NC2CCCC2)c2ccco2)cc1OC (centres undefined)
7,9,Clc1cccc(-c2ccc(/C=N/n3cnnc3)o2)c1
6,1,CCCN(CC1CC1)S(=O)(=O)c1ccc(S(N)(=O)=O)cc1
0,1,O=C(N=c1ccn(-c2nc3ccccc3nc2NS(=O)(=O)c2ccccc2)cc1)c1cccs1
14,-24,Cc1cccc(N2CCN(C(=O)CCS(=O)(=O)c3ccc(Br)cc3)CC2C)c1 (centres undefined)
9,0,CC(C)(S)[C@@H](N)C(=O)O
6,-4,O=S(=O)(c1cnccc1N1CCN(/N=C/c2ccc(Br)cc2)CC1)N1CCCCC1
18,-7,COc1cccc(NC(=O)c2ccc3c(c2)N(CC(=O)N2CCOCC2)C(=O)C(C)(C)O3)c1
50,-13,Cn1c(=O)c([N+](=O)[O-])c(NCc2ccccc2)c2ccccc21
11,-15,O=C(NCCc1ccccn1)c1cc2ccccc2o1
5,-6,c1ccc(-n2nnnc2CN2CCOCC2)cc1
-6,1,Cc1cc(C)c2nc(SC(C)C(=O)NCC(=O)Nc3ccc(F)c(F)c3F)cc(C)c2c1 (centres undefined)
29,-40,CCCCNC(=O)C1CCC(CNc2nc(=S)[nH]c3ccccc23)CC1 (centres undefined)
0,-17,CCCCn1nnnc1NCc1ccc(C)s1
62*,-19,CN(CCOc1ccccc1)CC(=O)Nc1cc([N+](=O)[O-])ccc1Cl
4,-12,COc1cccc(CNC(=O)c2ccc(OC)c(S(=O)(=O)NC3CCCC3)c2)c1
2,-19,CCOc1ccc(C2=NNC(c3cccs3)=Nc3ccc(OC)cc32)cc1
16,-11,COc1ccc(N2CCN(C(=O)CSc3nc4c(c(=O)n(C)c(=O)n4C)n3C(C)C)CC2)cc1

# Full records, quoted from the list. Values in the order: OX1R antag-2 | OX1R antag-1
# Entry for CCCN(CC1CC1)S(=O)(=O)c1ccc(S(N)(=O)=O)cc1 = 6 | 1
# Entry for Cc1cc(C)c2nc(SC(C)C(=O)NCC(=O)Nc3ccc(F)c(F)c3F)cc(C)c2c1 (centres undefined) = -6 | 1

# The listing continues:
OX1R antag-2,OX1R antag-1,mol
20,-4,CC(=O)Nc1ccc(C(=O)NCC2(N3CCCCC3)CCCCC2)cc1
30,1,CC(/C=N/Nc1nc2ccccc2[nH]1)=C\c1ccccc1
15,-16,O=C(OCc1cnc(Cl)s1)c1ccccc1Cl
1,-9,O=C(NCC(=O)N1CCC2(CC1)NCCc1[nH]cnc12)c1ccc(F)cc1
14,33,CCN(CC)S(=O)(=O)c1ccc(Oc2ccc(S(=O)(=O)N(CC)CC)cc2)cc1
15,-11,Cc1sc2nc3n(c(=O)c2c1C)NC(=O)CC3
16,-2,Cc1cc(-c2nnc(SCC(=O)c3ccc(Cl)cc3)o2)no1
20,-21,O=C1C=C(NCc2ccc(Cl)cc2Cl)C2(CCCCC2)O1
-1,-3,O=c1c2ccc(Cl)cc2[nH]c(=S)n1CCCN1CCOCC1
16,-3,O=C(NCCOc1ccccc1)c1cncc(Br)c1
21,-7,Cc1cc(C)n(CCN(C)c2nc3nonc3nc2N2CCCCC2)n1
-2,-2,O=C(CSc1nnc(-c2ccc3c(c2)OCCO3)o1)NC1CCCCC1
19,1,Cn1cc(S(=O)(=O)NCc2ccc(Cl)cc2)c(=O)n(C)c1=O
8,-12,O=C(CSc1ccc2nnc(-c3ccccc3)n2n1)N1CCCCC1
3,-26,Cc1ccc(NC(=O)C2CCC(N3C(=O)C4CCCCC4C3=O)CC2)cc1 (centres undefined)
8,-15,CCN(CC)CCSc1nc2ccccc2c(=S)n1-c1ccccc1
8,-7,CCC(=O)N1CCc2cc(S(=O)(=O)NCCC(=O)N3CCN(c4cccc(C)c4)C(C)C3)ccc21 (centres undefined)
7,-12,CN1C(=O)C(C)(C)c2cc(S(=O)(=O)N3CCCCCC3)ccc21
8,-20,CN(C)c1ccc(C(CNS(=O)(=O)c2ccc(F)c(F)c2)c2c[nH]c3ccccc23)cc1 (centres undefined)
20,0,CCOc1ccc(Br)cc1S(=O)(=O)Nc1ccc(C(=O)Nc2ccccc2OC)cc1
4,-27,Cc1ccc(C(c2cc(Br)ccc2O)N2CCSCC2)cc1 (centres undefined)
16,-21,COC(=O)C1=C(C)N(Cc2ccccc2)C(=O)N[C@H]1c1cccs1
8,-17,Cc1cccc(C#Cc2ccccc2)n1
4,-15,CCN(Cc1ccccc1)S(=O)(=O)c1ccc(C(=O)N(CCCN(C)C)c2nc3ccc(F)cc3s2)cc1
7,-18,O=C(O)C1CC(=O)N(C2CCCCCC2)C1 (centres undefined)
18,-12,O=C(NCc1ccccn1)c1cccc(NS(=O)(=O)c2cccc(Cl)c2)c1
8,-18,O=C(COc1cccc(Cl)c1)N/N=C\c1cc2ccccc2nc1Cl
24,-19,COC(=O)c1ccc(NC(=S)NC(=O)c2c(-c3ccccc3)noc2C)cc1
21,-14,O=C(/C=C/c1ccccc1)NCCc1c[nH]c2ccccc12
24,-21,CCN(CC)c1nc(N)c2c(N)n(-c3ccccc3C)c(=S)c(C#N)c2c1C#N

# Entries above that contain an aryl methoxy group, in the order listed:
OX1R antag-2,OX1R antag-1,mol
5,-30,COc1ccc(N(C(=O)c2ccco2)C(C(=O)NC2CCCC2)c2ccco2)cc1OC (centres undefined)
18,-7,COc1cccc(NC(=O)c2ccc3c(c2)N(CC(=O)N2CCOCC2)C(=O)C(C)(C)O3)c1
4,-12,COc1cccc(CNC(=O)c2ccc(OC)c(S(=O)(=O)NC3CCCC3)c2)c1
2,-19,CCOc1ccc(C2=NNC(c3cccs3)=Nc3ccc(OC)cc32)cc1
16,-11,COc1ccc(N2CCN(C(=O)CSc3nc4c(c(=O)n(C)c(=O)n4C)n3C(C)C)CC2)cc1
20,0,CCOc1ccc(Br)cc1S(=O)(=O)Nc1ccc(C(=O)Nc2ccccc2OC)cc1

# (more compounds)
OX1R antag-2,OX1R antag-1,mol
15,-12,O=C(Nc1nnc(-c2ccccc2Cl)s1)C1CCN(S(=O)(=O)c2ccc(Cl)cc2)CC1
5,-11,CCOC(=O)N1CCN(C(=O)c2ccc(OCC)c(OCC)c2)CC1
16,-37,COc1ccc(-c2noc(C3CCCN(C(=O)c4cccc(F)c4)C3)n2)cc1 (centres undefined)
11,-15,CCOC(=O)c1cccc(NS(=O)(=O)c2c(C)[nH]c(C)c2C(=O)N2CCCC2)c1
2,-7,CS(=O)(=O)c1ccc(Cl)c(NC(=O)CSc2nnc(-c3cccs3)n2N)c1
13,-7,Cc1cc(NC(=O)CSc2nnc(-c3cccnc3)n2Cc2ccccc2)no1
21,-14,CO/N=C/NC(=O)c1ccc([N+](=O)[O-])c(CS(=O)(=O)c2ccc(Cl)cc2)c1
-6,3,COc1ccc(CCNC(=O)CSc2nncs2)cc1
12,-5,O=C(Nc1ccccc1)N1CCN(Cc2ccc(Cl)cc2)CC1
29,-7,CCCOC(=O)c1cc(=O)[nH]c2ccccc12
3,-28,Cc1ccc(C(=O)Nc2cccnc2)cc1S(=O)(=O)N1CCOCC1
10,-15,COc1ccc(CCn2nnnc2C(c2ccc(Cl)cc2)N2CCN(C)CC2)cc1OC (centres undefined)
4,6,CN1C(C(=O)NCc2ccco2)CC2Cn3c(nc4ccccc43)C21 (centres undefined)
13,-30,CCN(CC)CCCn1c(=S)[nH]c2cc(Cl)ccc2c1=O
19,-10,Cc1ccc(S(=O)(=O)N(C)C)cc1NC(=O)COC(=O)Cc1cccs1
29,-27,O=c1c2cnn(-c3ccccc3)c2ncn1CCc1ccccc1
13,2,Cn1cc(Br)c(C(=O)N2CCc3ccccc32)n1
16,-10,Cc1oc(/C=N/NC(=O)CC2(C)OCCO2)cc1Br
14,-20,Cc1cc(C)nc(NC(=O)c2cc(-c3ccc4c(c3)OCO4)nc3ccccc23)c1
92*,6,CSc1cccc(NC(=O)/C=C/c2ccc(Cl)cc2)c1
16,2,O=C(C1=C(O)C(=O)N(CC2CCCO2)C1c1ccccc1[N+](=O)[O-])c1ccco1 (centres undefined)
7,-13,CN(C)CCNC(=O)CN1C(=O)COc2ccc(C(C)(C)C)cc21
-1,-9,Cc1cc(Cl)ccc1NNC(=O)c1c(C)noc1C
5,-8,O=C(COc1cccc(F)c1)NNC(=O)Cc1ccc(Br)cc1
9,-23,Cc1c(C#N)c2ncn(Cc3ccccn3)c(=O)c2n1-c1ccccc1
18,-14,CCC(=O)NC(=S)Nc1ccccc1C(F)(F)F
2,-16,CCc1ccc(CNc2ccc3c(c2)ncn3C(C)(C)C)cc1
25,-9,O=C(O)c1cccc(NC(=S)N/N=C/c2cccnc2)c1
14,-13,CC1(C(=O)Nc2ccc3c(c2)OCCO3)CC1(Cl)Cl (centres undefined)
33,-19,CCCCCCNC(=O)CC(NS(=O)(=O)c1ccc(NC(C)=O)cc1)C(C)C (centres undefined)
6,-8,OCc1ccccc1NC(=S)Nc1cccnc1
14,-28,CCCn1c(=O)n(C)c(=O)c2c(SCC(=O)Nc3cc(C)on3)nc(C(C)(C)C)nc21
18,0,O=C1CCc2cc(S(=O)(=O)Nc3ccccc3)cc3c2N1CC3
29,10,CS(=O)(=O)C1=NSC2=NC(=O)/C(=C\c3cccn3-c3ccc(Cl)cc3)C(=N)N21
29,-1,Cn1c(O)c(C2=c3ccccc3=NC2=O)[nH]c1=S
7,-6,Cc1nc2ccccn2c1C(=O)NC1CCCCC1
17,-7,Cc1ccc(C(C)C)c(OCC(=O)N/N=C/C2CCCCC2)c1
16,-6,Cc1ccc(/C=N/NC(=O)Cn2nccc2C)o1
3,-10,O=C(NC1CCCc2ccccc21)c1c(F)cccc1Cl (centres undefined)
19,-12,COc1cccc(NC(=S)N(CCc2c(C)[nH]c3ccc(C)cc23)Cc2cccs2)c1
132*,3,O=[N+]([O-])c1cccc2c(N3CCCC3)ccnc12
33,0,O=[N+]([O-])c1cccc(NC(=S)Nc2nc(-c3ccc(Cl)cc3Cl)cs2)c1
8,-4,Cc1cnc(C(=O)OCC(=O)Nc2ccccc2-c2ccccc2)cn1
15,-14,O=C(COc1ccccc1)NC1CCCc2ccccc21 (centres undefined)
4,-6,O=C1CC(C(=O)N2CCN(c3ccccc3)CC2)CN1Cc1ccccc1 (centres undefined)
5,-9,CCN(CC)CCc1nc(-c2ccccc2)no1
12,-8,Cc1ccc2c(c1)-c1c(ssc1=S)C(C)(C)N2C(=O)CN1C(=O)c2ccccc2C1=O
15,-1,CCN(Cc1ccccc1)S(=O)(=O)c1cc(C(=O)OC)n(C)c1
-1,-11,COc1ccccc1Nc1ncnc2sccc12
15,-18,Cc1ccc(O)c(NC(=O)CN(C)S(=O)(=O)c2ccc(Cl)cc2)c1

# Another view of some results above:
structure,OX1R antag-2,OX1R antag-1
O=C1CC(C(=O)N2CCN(c3ccccc3)CC2)CN1Cc1ccccc1 (centres undefined),4,-6
CCN(CC)CCc1nc(-c2ccccc2)no1,5,-9
Cc1ccc2c(c1)-c1c(ssc1=S)C(C)(C)N2C(=O)CN1C(=O)c2ccccc2C1=O,12,-8
CCN(Cc1ccccc1)S(=O)(=O)c1cc(C(=O)OC)n(C)c1,15,-1

# The results go on:
OX1R antag-2,OX1R antag-1,mol
41,-9,COc1cc(OC)c2c(-c3ccccc3)cc(=O)oc2c1C(CC(=O)N1CCCC1)c1ccc2c(c1)OCO2 (centres undefined)
23,-3,CC(=O)CC1(C)OC(N)=C(C#N)C1(C#N)C#N (centres undefined)
50,-21,Cc1cc(C)nc(SCc2nnc(SCC(=O)Nc3nc(-c4ccccc4)cs3)n2-c2ccccc2)n1
20,-26,COc1cccc(NC(=S)NC2CC3CCCC(C2)N3C2CCCC2)c1 (centres undefined)
-29,-28,CCOc1nc(NCCN2CCOCC2)nc(NC(C)C)n1
-1,-14,Cc1sc(NC(=O)/C=C/c2ccco2)c(C(=O)OC(C)C)c1C
33,11,c1ccc(CSc2nnc(-c3ccco3)n2Cc2ccco2)cc1
45,29,Cc1sc2ncnc(NCC3COc4ccccc4O3)c2c1C (centres undefined)
8,-9,Cc1ccccc1NC(=S)/C(=C(\[O-])c1cc(C)n(Cc2ccccc2Cl)c1C)[n+]1ccccc1
7,-20,CCc1ccc(OCc2nnc(SCC(=O)Nc3cccc(C(=O)N4CCOCC4)c3)o2)cc1
13,6,Cc1ccc2nc(SCC(=O)NCCCN3CCCC3=O)[nH]c2c1
-5,-16,Cc1ccc(S(=O)(=O)N2CCN3CCCC3C2)cc1 (centres undefined)
27,-14,O=C(NCCSCc1c(F)cccc1Cl)c1ccc(CN2CCOCC2)cc1
54,-8,CCN(CC)P(=O)(Nc1ccc(SC(F)F)cc1)c1ccc(N(C)C)cc1NC(=O)c1ccco1 (centres undefined)
6,-14,CCCCn1c(CCNC(=O)CCC)nc2ccccc21
17,-20,Nc1nc(OCC2CCCCC2)c2[nH]cnc2n1
5,-23,N#Cc1c(N2CCCC2)nsc1-c1ccccc1
5,-8,O=C(c1ccccn1)N1CCCC(N2CCN(c3ccccc3)CC2)C1 (centres undefined)
4,-13,CCN(C(=O)COC(=O)c1ccc(=O)n(Cc2ccccc2)n1)C1CCCCC1
10,-30,CC(=O)Nc1ccc(/C=N/NC(=O)c2cc3cc(C)ccc3nc2C)cc1
22,2,NCCCC[C@@H](C(=O)N1CCNCC1)n1cc(CCC(=O)O)nn1
19,-10,O=C(COC(=O)c1n[nH]c2ccccc12)Nc1ccccc1Br
25,-24,CCO[C@@H]1OC(C(=O)Nc2ccccc2)=C[C@H](C2CC2)[C@H]1CCCO
11,6,CCCCC(NC(=O)c1ccc(Cl)cc1)C(=O)O (centres undefined)
21,-21,CC(NC(=S)NC1CCCCC1)C(c1cccs1)N1CCOCC1 (centres undefined)
5,20,CCNC(=O)C(=O)Nc1cc2c3c(c1)CCN3C(=O)CC2
5,-1,O=C(Nc1ccc(S(=O)(=O)N2CCCCC2)cc1)C1CCCO1 (centres undefined)

# Bioassay records: PubChem BioAssay, The Scripps Research Institute Molecular Screening Center
